Source: PubChem
ABCB6 inh MLPCN – ABCB6 transporter inhibitors, primary screen, K562-ABCB6 cells, flow cytometry, MLPCN library. ATP-binding cassette sub-family B member 6 (Homo sapiens), Q9NP58. K562-ABCB6 porphyrin accumulation, 1 h; stronger effect = lower value. fluorescence ratio to DMSO, % at 10 µM. 0.19% of 360,000 active;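 active = fluorescence ratio to DMSO below 75%, the collection mean minus 3 SD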;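 note: signal is porphyrin accumulated inside mitochondria; 100% equals median channel fluorescence of DMSO control wells; lower ratio means ABCB6 inhibition with less porphyrin fluorescence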
MC4R antag cAMP – MC4R antagonists of cAMP signaling, primary screen, cell-based, TR-FRET, antagonist arm of biased-ligand search | Melanocortin receptor 4 (Homo sapiens), P32245 | MC4R-expressing cells, MTII-stimulated cAMP, LANCE TR-FRET | inhibition, % at 6.5 µM | 0.48% of 360,000 active;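 active = inhibition above its plate's cutoff, the mean of tested wells on that plate plus 3 SD, cut at about 29% in these data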;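 note: 0% = Melanotan II alone and 100% = Melanotan II plus saturating MCL0020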
Target sequence (P32245 whole entry, looked up): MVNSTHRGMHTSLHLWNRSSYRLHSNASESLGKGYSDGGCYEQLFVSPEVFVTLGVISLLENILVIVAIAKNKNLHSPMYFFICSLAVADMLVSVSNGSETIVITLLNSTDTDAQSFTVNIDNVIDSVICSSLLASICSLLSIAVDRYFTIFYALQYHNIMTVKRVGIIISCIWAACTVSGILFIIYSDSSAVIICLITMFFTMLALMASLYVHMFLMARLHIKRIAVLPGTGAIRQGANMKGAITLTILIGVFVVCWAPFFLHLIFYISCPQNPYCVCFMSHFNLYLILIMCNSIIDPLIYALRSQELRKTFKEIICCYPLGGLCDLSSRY
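Assay system: U2OS cells stably expressing human melanocortin 4 receptor (MC4R) / Dosing: 6.5 µM / Timing: compound 30 min, challenge 1 h, detection 1 h / Measured by: Eu-cAMP/anti-cAMP TR-FRET, emission 671 nm / Replicates: singlicate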
CaV13 ICDI inh – Primary screen for inhibitors of IQ motif and Ca2+-dependent inactivation inhibitor domain binding in CACNA1D, Förster resonance energy transfer in living cells, … | HEK cells, CFP/YFP FRET ICDI-IQ, plate reader, 10 min; percent FRET-ratio fall versus neutral wells | inhibition, % at 12.3 µM | 0.098% of 340,000 active | AID 743397;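 active = mean replicate inhibition of at least 30% and at least 1% of replicates passing that level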;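 note: 0% = median of the neutral control wells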
H9c2 protect – cardioprotection against H2O2-induced cell death, primary screen, uHTS, H9c2 cells, ATPLite luminescence; protection from H2O2 cell death, % at 20 µM; 0.63% of 360,000 active; AID 588492, 2011; H9c2 cardiomyocytes, H2O2 injury protection, 2 h;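 active = compounds giving at least 50% protection of heart cells from peroxide-induced death in the single-dose screen, raw or plate-pattern-corrected value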;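 note: 0% = DMSO wells with peroxide and 100% = DMSO wells without peroxide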
Vif inh – HIV Vif self-association inhibitors, primary screen, imaging, HEK293T, single point. 0.35% of 340,000 active. HEK293T cells, Vif self-association by quenched fluorescence, 24 h. AID 602346, 2012. inhibition, % at 7.49 µM; in the data active = inhibition above about 50%, passing the limit was not always enough; note: some results filed as inactive read as strong as hits
aDG glyco up – activators of alpha-DG glycosylation, primary screen, uHTS, Pro5-aDG cells, AlphaScreen | alpha-DG glycosylation AlphaScreen (IIH6); 0% Pro5, 100% B10-LARGE cell signal | activation, % at 10 µM | 0.22% of 360,000 active | AID 624168, 2012;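 active = activation of at least 8% versus controls, or a plate z-score of at least 8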;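 note: Pro5 are CHO cells carrying HIG-tagged alpha-DG that lacks glycosylation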
MC4R barr agon – MC4R agonists recruiting beta-arrestin, primary screen, cell-based, luminescence, agonist arm of biased-ligand search | 0.98% of 360,000 active | Melanocortin receptor 4 (Homo sapiens), P32245 | U2OS MC4R beta-arrestin complementation; percent of melanotan II response, DMSO zero | activation, % at 8.9 µM;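 active = activation above a per-plate cutoff, the mean activation of sample wells on that plate plus 3 SD, cut at about 8% in these data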
PDI turbidity – inhibitors of human PDI, primary screen, biochemical, turbidity, single point, plate reader; 0.052% of 350,000 active; inhibition, % at 10 µM; AID 588391, 2011; PDI insulin aggregation turbidity, A650, 90 min;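 active = mean inhibition across replicates of 30% or more, whatever share of single replicates reach that level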;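 note: absorbance from insulin aggregation driven by PDI reduction with DTT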
Target sequence (P07237 whole entry, looked up): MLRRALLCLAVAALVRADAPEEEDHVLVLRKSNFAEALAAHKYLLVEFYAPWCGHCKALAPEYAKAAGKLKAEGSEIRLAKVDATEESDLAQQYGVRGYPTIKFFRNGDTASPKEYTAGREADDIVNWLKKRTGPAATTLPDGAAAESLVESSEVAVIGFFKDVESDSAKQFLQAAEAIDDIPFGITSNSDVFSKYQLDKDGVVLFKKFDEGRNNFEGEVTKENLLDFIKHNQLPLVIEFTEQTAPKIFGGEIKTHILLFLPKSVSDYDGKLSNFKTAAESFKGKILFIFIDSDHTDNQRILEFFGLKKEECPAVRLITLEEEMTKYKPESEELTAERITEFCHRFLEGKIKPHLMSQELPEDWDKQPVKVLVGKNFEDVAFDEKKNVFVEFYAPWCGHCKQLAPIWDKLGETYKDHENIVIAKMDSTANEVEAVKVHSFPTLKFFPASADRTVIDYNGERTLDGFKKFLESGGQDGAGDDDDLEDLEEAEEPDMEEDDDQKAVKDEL
m5-HT2A agonist – mouse Htr2a agonists via beta-arrestin recruitment, primary screen, cell-based, luminescence | CHO-K1 mHTR2A beta-arrestin complementation; percent of 30 µM serotonin response | 5-hydroxytryptamine receptor 2A (Mus musculus), P35363 | 0.66% of 360,000 active | activation, % at 7.6 µM;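 active = activation above a run cutoff, the mean activation of all tested compounds plus 3 SD, cut at about 14% in these data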;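 note: 0% = plate median of compound wells and 100% = 30 µM serotonin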
Glyco luc inh – increase of ERlucT glycosylation luciferase signal, primary screen, N-linked glycosylation inhibitor project, D54 ERlucT cells, luminescence, set 2. D54 ERlucT glycosylation luciferase reporter, 24 h; percent of 100 nM tunicamycin response. 0.23% of 360,000 active. reporter increase, % at 12.5 µM;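 active = mean luciferase reporter signal, scaled so untreated is 0 and the glycosylation-blocking control 100, at or above a set limit in every replicate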;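 note: luciferase carries N-glycosylation sites so blocking glycosylation raises the light; 0% = median of neutral control wells and 100% = median of 100 nM tunicamycin wells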
An asterisk follows results filed as active; nt = not tested or not shown.

SMILES	ABCB6 inh MLPCN	MC4R antag cAMP	CaV13 ICDI inh	H9c2 protect	Vif inh	aDG glyco up	MC4R barr agon	PDI turbidity	m5-HT2A agonist	Glyco luc inh
CCCn1c2ccccc2c2cnn(CC(=O)NCCOC)c(=O)c21	100	20	-3	2	-7	0.0	-1.7	-1	1	0
CCOC(=O)c1ccc(NC(=O)C2C3CCCCC32)cc1 (centres undefined)	98	-1	-5	-4	-9	0.3	0.4	-1	7	1
CCN1CCN(c2ccc(NC(=O)c3cccc(S(=O)(=O)N4CCCC4)c3)cc2)CC1	101	-4	-5	-3	25	0.0	-1.6	14	9	1
O=[N+]([O-])c1cccc(/C=N/Nc2nc(C(Cl)(Cl)Cl)nc3ccccc23)c1	96	8	-5	2	-1	0.1	-2.2	4	4	-1
Cc1nc(-c2ccccc2)nc(-c2ccccc2)n1	101	7	-11	-1	-3	0.1	0.1	-2	-3	-1
CCOC(=O)C1=C(N)OC2=C(C(=O)CC(C)(C)C2)C1c1ccccc1OC (centres undefined)	102	-4	-15	4	7	0.1	1.6	-14	3	2
Cc1cc(CN2CCC(n3nccc3NC(=O)c3ccccc3Cl)CC2)cc(C)c1O	103	21	-2	4	-3	0.1	0.2	6	-10	-1
O=C(NCC(c1ccco1)N1CCN(c2ccc(F)cc2)CC1)C1CCCCC1 (centres undefined)	103	0	-2	-6	-2	0.0	-2.0	-6	1	-1
COc1ccc(NC(=O)CNC(=O)c2ccc([N+](=O)[O-])cc2)cc1	96	-1	-15	-3	8	-0.1	-1.9	0	4	1
Cc1cc(C)n(/N=C/c2cc(Cl)cc(Cl)c2O)c(=O)c1	98	2	-12	40	9	0.0	-0.9	3	2	1
CCOC(=O)/C(C#N)=N/Nc1ccccc1C(=O)O	96	-4	-2	4	9	-0.1	0.5	0	-1	1
Cc1[nH]c2ccc(C(=O)NCCCN3CCCCC3)cc2c1C	106	14	-3	-2	-4	0.0	-0.5	-4	0	-1
Oc1cc2ccccc2cc1-c1n[nH]c(=S)o1	90	0	-4	16	nt	0.0	-3.0	7	-3	nt
Cc1nnc2c3ccccc3c(-c3cccc4ccccc34)nn12	98	4	-3	-8	4	0.1	0.2	-7	1	13
CC1(C)CC(NC(=O)C2CCC(=O)N(Cc3ccccc3F)C2)CC(C)(C)C1 (centres undefined)	94	0	-6	-5	-5	7.2	-0.7	14	4	1
O=C(CCNC(=O)C1CCN(S(=O)(=O)c2ccccc2)CC1)NCc1ccc(Cl)cc1Cl	94	-6	-2	-2	9	-0.4	-2.9	-6	-5	1
Cc1cccc(NC(=S)NCCc2c[nH]c3ccccc23)c1	83	4	-16	-4	8	-0.2	-2.5	6	-5	-2
COc1ccc(NC(=O)C[C@@H]2C(=O)N(Cc3ccccc3)CC2(C)C)cc1	106	10	-8	2	-1	0.0	-0.1	-3	-3	2
N#Cc1cc2c(nc1SCC(=O)NCc1ccc3c(c1)OCO3)CCCCC2	93	2	-9	7	-7	0.3	-1.0	-1	-3	-2
CC(OC(=O)C1CCC(=O)N1)C(=O)Nc1cc(Cl)cc(Cl)c1 (centres undefined)	98	6	-5	-13	6	0.0	0.0	-11	1	1
O=C(c1ccc(NS(=O)(=O)c2ccccc2)cc1)N1CCN(Cc2ccc3c(c2)OCO3)CC1	98	4	-2	2	-13	0.2	0.2	-8	-5	-3
CCOC(=O)N/C(N)=N/c1nc2ccccc2s1	91	6	-5	-6	1	-0.1	-0.6	2	-6	-10
CCOC(=O)c1c(C)[nH]c(C(=O)COC(=O)CNC(=O)c2ccc(Br)cc2)c1C	380	15	-3	-2	2	-0.4	0.7	-5	-1	1
COc1ccc(CNC(=O)CSc2nnc3c(n2)[nH]c2ccc(C)cc23)cc1	93	13	-5	-1	-1	0.0	-0.9	1	2	4
COc1ccc(/C=C/C(=O)NCCC(=O)N2CCCN(C)CC2)cc1	103	17	2	-2	14	-0.2	-1.4	12	-4	1

Of the compounds above, these have sulfur.
SMILES	ABCB6 inh MLPCN	MC4R antag cAMP	CaV13 ICDI inh	H9c2 protect	Vif inh	aDG glyco up	MC4R barr agon	PDI turbidity	m5-HT2A agonist	Glyco luc inh
CCN1CCN(c2ccc(NC(=O)c3cccc(S(=O)(=O)N4CCCC4)c3)cc2)CC1	101	-4	-5	-3	25	0.0	-1.6	14	9	1
Oc1cc2ccccc2cc1-c1n[nH]c(=S)o1	90	0	-4	16	nt	0.0	-3.0	7	-3	nt
O=C(CCNC(=O)C1CCN(S(=O)(=O)c2ccccc2)CC1)NCc1ccc(Cl)cc1Cl	94	-6	-2	-2	9	-0.4	-2.9	-6	-5	1
Cc1cccc(NC(=S)NCCc2c[nH]c3ccccc23)c1	83	4	-16	-4	8	-0.2	-2.5	6	-5	-2
N#Cc1cc2c(nc1SCC(=O)NCc1ccc3c(c1)OCO3)CCCCC2	93	2	-9	7	-7	0.3	-1.0	-1	-3	-2
O=C(c1ccc(NS(=O)(=O)c2ccccc2)cc1)N1CCN(Cc2ccc3c(c2)OCO3)CC1	98	4	-2	2	-13	0.2	0.2	-8	-5	-3
CCOC(=O)N/C(N)=N/c1nc2ccccc2s1	91	6	-5	-6	1	-0.1	-0.6	2	-6	-10
COc1ccc(CNC(=O)CSc2nnc3c(n2)[nH]c2ccc(C)cc23)cc1	93	13	-5	-1	-1	0.0	-0.9	1	2	4

Other structures:
SMILES	ABCB6 inh MLPCN	MC4R antag cAMP	CaV13 ICDI inh	H9c2 protect	Vif inh	aDG glyco up	MC4R barr agon	PDI turbidity	m5-HT2A agonist	Glyco luc inh
Cc1c(NCc2ccccc2O)c(=O)n(-c2ccccc2)n1C	95	14	-2	4	-2	0.0	1.4	2	2	0
COc1ccc(CCN(C)C2CCCN(C(=O)CCC(F)(F)F)C2)cc1OC (centres undefined)	98	-1	-3	-2	0	0.1	-0.6	-4	-4	2
O=C(O)c1nn(CC(=O)N2CCC(Cc3ccccc3)CC2)c(=O)c2ccccc12	96	8	-3	45	7	0.0	1.3	-10	2	-3
NC(=O)CC(NC(=O)c1ccc(Br)cc1)c1ccc(NCc2ccc(F)c(F)c2)c([N+](=O)[O-])c1 (centres undefined)	88	8	-6	-8	3	-0.1	-0.2	3	9	1
Cn1c(N)c(C(=O)CSc2nc(N)cc(=O)[nH]2)c(=O)n(C)c1=O	96	10	-5	7	-1	-0.1	3.1	-1	5	0
Cc1nc(C)c(-c2ccc(SCc3ccccc3C)nn2)s1	101	6	-16	-3	-1	0.0	-0.2	7	4	2
Cc1ccc(C(=O)N2CCN(c3ncccn3)CC2)cc1	97	9	-3	4	-3	-0.1	-1.1	-2	1	0
FC(F)(F)c1ccccc1CN1CCN(C2CCCCCC2)CC1	101	4	-5	1	-2	-0.1	5.0	-9	1	-2
O=C(COC(=O)c1n[nH]c2ccccc12)NCc1ccccc1	100	2	-6	1	6	0.1	2.2	4	2	2
Cc1ccccc1N1CCN(CC(=O)NCc2ccc(Cl)cc2)CC1	99	18	-15	-5	0	0.2	-0.1	-1	-2	-1
Cc1ccc(CSc2nc(N)cc(N)n2)cc1	103	-2	-19	-11	-7	-0.1	-1.9	-1	-5	0
CCCCCOC(=O)CSc1nnc(-c2ccccc2)c(=O)[nH]1	97	6	-9	-2	2	-0.1	-1.5	0	3	0
COc1ccc(S(=O)(=O)Nc2ccc(F)cc2)c(C)c1C	98	0	-4	-6	9	0.2	-2.4	-5	0	-1
O=S(c1ccccc1)C(c1ccccc1)c1ccccc1 (centres undefined)	100	2	-7	1	1	0.0	-1.5	-13	-6	-1
O=C(NCc1ccncc1)c1ccc(S(=O)(=O)Nc2ccccc2)cc1	96	4	-5	4	-13	-0.1	-1.4	1	15*	-2
O=c1nc(-c2ccccc2)n(-c2ccccc2)c2ncccc12	99	5	-9	3	41	0.1	-2.0	2	3	2
O=C(Nc1ccc(C(=O)N2CCOCC2)cc1)C1CC1	94	11	-7	8	nt	-0.1	0.4	1	1	3
O=C(N/N=C/C(Br)=C/c1ccccc1)c1n[nH]c2c1CCC2	102	9	nt	21	-4	-0.5	-0.2	-1	8	5
O=C(Nc1ccc(N2CCCCC2)cc1)C(Cl)c1ccccc1 (centres undefined)	101	18	-4	-5	nt	-0.3	-2.7	8	1	-7
C=CCNS(=O)(=O)c1ccc(N2C(=O)c3ccccc3C2=O)cc1	92	11	7	-9	4	-0.4	0.7	-2	5	2
O=C(NC(=O)c1ccccc1)Nc1ccccc1	90	10	-4	-14	2	-0.1	7.8	13	6	-16
CCCCNC(=S)N(C)/N=C/c1ccc2c(c1)OCO2	107	-5	-2	-6	nt	-0.2	0.4	-15	3	-3
O=C(Nc1ccc(F)c(Cl)c1)c1cncs1	94	-3	-20	-4	-1	0.2	-1.2	4	1	0
COc1ccc(CCNC(=O)c2ccc(Cl)cc2)cc1OC	94	-1	-4	-1	-2	-0.1	1.1	4	6	0
Cc1cc(Cn2nc(-c3ccccc3)cc2C(=O)NCC2CC2)on1	97	6	-11	-2	nt	-0.3	0.5	8	5	0
N#Cc1cccc(C(=O)Nc2cccc(S(=O)(=O)N3CCCC3)c2)c1	99	14	-5	-2	3	0.0	-1.7	11	-3	0
COc1cccc(N2C(=O)N(c3ccccc3Cl)C3CS(=O)(=O)CC32)c1 (centres undefined)	100	20	-5	5	-2	0.0	-0.1	7	4	0
CCOc1ccccc1-c1nc(-c2cccc(Br)c2)no1	99	10	-5	-5	-1	0.3	-2.7	-15	2	-1

Another view of part of the listing above:
Every second line gives: ABCB6 inh MLPCN, MC4R antag cAMP, CaV13 ICDI inh, H9c2 protect, Vif inh, aDG glyco up, MC4R barr agon, PDI turbidity, m5-HT2A agonist, Glyco luc inh
> O=C(Nc1ccc(C(=O)N2CCOCC2)cc1)C1CC1
    94, 11, -7, 8, nt, -0.1, 0.4, 1, 1, 3
> O=C(NCC(c1ccco1)N1CCN(c2ccc(F)cc2)CC1)C1CCCCC1 (centres undefined)
    103, 0, -2, -6, -2, 0.0, -2.0, -6, 1, -1
